Screening results: PubChem BioAssay, several laboratories
TNAP inhibition = human TNAP enzyme inhibitors, biochemical, luminescent (AID 518) | purified TNAP enzyme, luminescent substrate readout; higher % means a stronger effect | actives 0.09% (n = 64,000) | inhibition, % at 20 µM, or IC50 in µM where a hit was titrated; in the data active means a potency from the dose series; inactive means the rest, 99 in 100 with inhibition below about 22%;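 further: plate controls were vehicle for no effect and reference inhibitor for full effect; many of its hits are not listed in these tables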
Spn DPM-DC inh = S. pneumoniae DPM-DC inhibitors, primary screen, biochemical, PK/LDH-coupled NADH fluorescence. diphosphomevalonate decarboxylase (Streptococcus pneumoniae D39). purified DPM-DC. calls only at 10 µM. actives 0.49% (n = 65,000). AID 556, 2006;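 active means the 320 compounds with the highest percent inhibition in the single-dose primary screen, excluding strongly autofluorescent ones, cut at about 32% in these data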;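 further: kinetic rate of NADH fluorescence loss reporting ADP formed by the decarboxylase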
KRASV12 cytotoxicity = cytotoxicity in KRAS-transformed pancreatic duct cells, primary screen, cell-based, fluorescence, HTS (AID 431). HPDE-C7K KRASV12 cells, Alamar Blue viability, 48 h; higher % means a stronger effect. cytotoxicity, % at 10 µM; hits with a dose series show EC50 in µM. actives 1.7% (n = 63,000);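 active means compounds whose percent cytotoxicity in the single-dose primary screen, scaled between solvent and toxic-drug controls, exceeds 50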;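 further: 0% = DMSO solvent wells and 100% = doxorubicin-treated wells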
PMK inhibit = S. pneumoniae PMK inhibitors, primary screen, biochemical, mevalonate pathway, pilot trial included. inhibition, % at 10 µM. actives 0.49% (n = 65,000). AID 539, 2006. purified PMK, PK/LDH-coupled NADH absorbance 340 nm. phosphomevalonate kinase (Streptococcus pneumoniae D39);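 active means top-ranked compounds by inhibition in the single 10 µM screen, taking a fixed number of the strongest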;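 further: 0% = full reaction with DMSO carrier and 100% = background rate without enzyme reaction; no value below 0 was filed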
MK inhibit = S. pneumoniae MK inhibitors, primary screen, biochemical, PK/LDH-coupled NADH absorbance; actives 0.48% (n = 65,000); purified MK, PK/LDH-coupled NADH absorbance 340 nm; AID 555, 2006; mevalonate kinase [Streptococcus pneumoniae D39]; inhibition, % at 10 µM;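 active means ranked among the strongest by inhibition in the single 10 µM screen, a fixed top-ranked set picked for dose follow-up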; further: no value below 0 was filed
HT1080 cytotoxicity = cytotoxicity in HT1080 fibrosarcoma cells, cell-based, fluorescence readout (AID 620); cytotoxicity, % at 10 µM, or EC50 in µM where a hit was titrated; actives 0.42% (n = 87,000); HT1080 viability, fluorescence; higher % means a stronger effect;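 further: cells exposed to compound overnight then 4 h with Alamar Blue; 0% = vehicle DMSO and 100% = killing control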
LYP phosphatase = LYP phosphatase inhibitors, primary screen, biochemical, DiFMUP fluorescence, recombinant catalytic domain, 10 µM (AID 606). Tyrosine-protein phosphatase non-receptor type 22 (Homo sapiens). recombinant LYP catalytic domain, DiFMUP fluorescence; higher % means a stronger effect. inhibition, % at 10 µM, or IC50 in µM where a hit was titrated. 52,000 tested, under 10 active;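 active means IC50 under 40 µM in the dose-response test; inactive means IC50 of 40 µM or more, or never dose-tested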
HPDE-C7 cytotoxicity = cytotoxicity in HPDE-C7 cells, cell-based, fluorescence, HTS (AID 430); cytotoxicity, % at 10 µM, or EC50 in µM where a hit was titrated; actives 1.8% (n = 63,000); HPDE-C7 pancreatic duct cells viability, fluorescence; higher % means a stronger effect;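 further: cells exposed to compound for 48 hours before viability readout; 0% = vehicle and 100% = reference cytotoxic drug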
Bfl-1 displacement = Bfl-1 inhibitors, primary screen, biochemical, fluorescence polarization, FITC-Bid, mouse (AID 432) | Bcl-2-related protein A1 (Mus musculus) | FITC-Bid BH3 peptide fluorescence polarization displacement; higher % means a stronger effect | displacement, % at 20 µM; hits with a dose series show IC50 in µM | actives 0.02% (n = 64,000); in the data active means a potency from the dose series; inactive means the rest, 99 in 100 with displacement below about 15%; further: strong numbers were not always called active
PMK inhibit pilot replicates = further read-out of PMK inhibit, marked with its call; inhibition, %; measured here: pilot screen replicates
MK inhibit pilot replicates = second read-out of MK inhibit, no call of its own (marks repeat the call); inhibition, %; measured here: pilot screen replicates
Spn DPM-DC inh pilot screen % = further read-out of Spn DPM-DC inh, marked with its call; inhibition, %; measured here: pilot screen trials
The depositor's hits bear a star; i = inactive; · = no result given. Unless noted, no stated cut-off is given here; in the data, active means cytotoxicity above about 50%; inactive means the rest.

SMILES	TNAP inhibition	Spn DPM-DC inh	KRASV12 cytotoxicity	PMK inhibit	MK inhibit	HT1080 cytotoxicity	LYP phosphatase	HPDE-C7 cytotoxicity	Bfl-1 displacement	others
O=C(CSc1nc(-c2ccccc2)c(-c2ccccc2)o1)N1CCOCC1	13%	i	-7%	8	3	-9%	·	-9%	-2%
O=C(NCCCn1ccnc1)c1ccco1	11%	i	-2%	0	3	8%	-6%	-5%	-4%
CCCCOc1ccc(C2CC(=O)NC2=O)cc1 (stereo not drawn)	9%	i	0%	1	14	-4%	9%	5%	-1%
Cc1nc(=O)c(-c2ccccc2)c(C)n1CCCO	5%	i	2%	5	12	1%	6%	1%	3%
O=C(CCCOc1ccccc1)NCC1CCCO1 (stereo not drawn)	7%	i	-3%	2	7	-4%	-14%	0%	-3%
CC1(C)CC(=O)C2=C(C1)OC(N)=C(C#N)C21CCC2(CC1)OCCO2	11%	i	-11%	3	13	5%	-1%	-6%	-5%
Cc1nnc(SCc2ccc(CC(=O)O)cc2)o1	10%	i	9%	4	4	-6%	7%	2%	-2%
COc1ccc(-c2cc(-c3ccccc3O)[nH]n2)cc1OC	5%	i	61%*	23	0	5%	·	52%*	-1%
CC1Cc2ccccc2N1C(=O)c1cccnc1 (stereo not drawn)	12%	i	-12%	10	0	6%	·	-6%	0%	PMK inhibit pilot replicates=2.5;MK inhibit pilot replicates=0.5;Spn DPM-DC inh pilot screen %=0.0
CCCCSc1nnc2n(CCc3ccccc3)c(=O)c3c4c(sc3n12)COC(C)(C)C4	11%	i	-2%	11	2	-26%	4%	-3%	-6%
O=C(Nc1cccc(-c2cn3cccnc3n2)c1)c1ccc2c(c1)OCO2	15%	·	19%	10	5	2%	-1%	10%	10%
Cc1cc2nc(-c3ccc(NC(=O)c4cccnc4)cc3)oc2cc1C	6%	·	6%	0	4	13%	-6%	14%	5%
Cc1ccc(-n2ncc3c(NCCCN4CCOCC4)ncnc32)c(C)c1	3%	i	6%	3	2	·	8%	5%	-1%
CCN(CCCNC(=O)CCCn1c(=O)[nH]c2ccccc2c1=O)c1cccc(C)c1	10%	i	-2%	9	7	14%	-7%	-6%	5%
CC(=O)N1C(=O)C2(Nc3ccccc3N2)c2ccccc21	8%	i	3%	0	9	7%	-4%	-1%	9%	PMK inhibit pilot replicates=5.5;MK inhibit pilot replicates=0.0;Spn DPM-DC inh pilot screen %=1.5
COc1cccc(N2CCN(C(=O)CN(c3ccc(C)cc3)S(=O)(=O)c3c(C)n[nH]c3C)CC2)c1	-3%	i	-6%	8	7	-1%	4%	-15%	-6%
Cc1nn(-c2ccccc2)c2sc(C(=O)OC3CCOC3=O)cc12 (stereo not drawn)	8%	·	6%	13	6	6%	14%	-1%	-1%
COc1ccc(-n2c(Cc3cccn3C)nnc2SCC(=O)Nc2ccc(F)cc2F)cc1	4%	i	3%	12	11	0%	6%	-8%	4%
CCC(=O)N1CCN(c2ccccc2NC(=O)COc2ccccc2Cl)CC1	4%	i	15%	4	12	-4%	8%	-2%	-1%
CC(C)[N+](C)(CCOC(=O)C1c2ccccc2Oc2ccccc21)C(C)C	15%	i	0%	2	7	-9%	10%	-11%	0%	PMK inhibit pilot replicates=2.0;MK inhibit pilot replicates=1.0;Spn DPM-DC inh pilot screen %=0.0
O=C1CCC(=O)N1CN(Cc1ccco1)CN1C(=O)CCC1=O	5%	i	7%	9	0	-5%	3%	5%	1%
CC(=O)Nc1cccc(NC(=O)CSc2nn3c(=O)c(C)nnc3s2)c1	6%	i	-7%	5	0	-5%	-4%	-6%	5%	PMK inhibit pilot replicates=2.0;MK inhibit pilot replicates=37;Spn DPM-DC inh pilot screen %=24
CCN(CC)c1ccc(NC(=O)CC2Oc3ccccc3NC2=O)c(C)c1 (stereo not drawn)	3%	i	2%	1	5	18%	1%	9%	-4%
O=C(COC(=O)c1cccnc1)Nc1ccc(F)cc1	6%	i	-1%	0	0	-10%	·	-10%	-5%
c1ccc(-c2n[nH]nc2-c2ccccc2)cc1	13%	i	-8%	3	8	-6%	1%	0%	3%

Gathered by group, the entries above containing an NH in an aromatic ring (4)
SMILES	TNAP inhibition	Spn DPM-DC inh	KRASV12 cytotoxicity	PMK inhibit	MK inhibit	HT1080 cytotoxicity	LYP phosphatase	HPDE-C7 cytotoxicity	Bfl-1 displacement	others
COc1ccc(-c2cc(-c3ccccc3O)[nH]n2)cc1OC	5%	i	61%*	23	0	5%	·	52%*	-1%
CCN(CCCNC(=O)CCCn1c(=O)[nH]c2ccccc2c1=O)c1cccc(C)c1	10%	i	-2%	9	7	14%	-7%	-6%	5%
COc1cccc(N2CCN(C(=O)CN(c3ccc(C)cc3)S(=O)(=O)c3c(C)n[nH]c3C)CC2)c1	-3%	i	-6%	8	7	-1%	4%	-15%	-6%
c1ccc(-c2n[nH]nc2-c2ccccc2)cc1	13%	i	-8%	3	8	-6%	1%	0%	3%

A draw from above in order of length of the SMILES, rising.
SMILES	TNAP inhibition	Spn DPM-DC inh	KRASV12 cytotoxicity	PMK inhibit	MK inhibit	HT1080 cytotoxicity	LYP phosphatase	HPDE-C7 cytotoxicity	Bfl-1 displacement	others
Cc1nnc(SCc2ccc(CC(=O)O)cc2)o1	10%	i	9%	4	4	-6%	7%	2%	-2%
Cc1ccc(-n2ncc3c(NCCCN4CCOCC4)ncnc32)c(C)c1	3%	i	6%	3	2	·	8%	5%	-1%
CCN(CCCNC(=O)CCCn1c(=O)[nH]c2ccccc2c1=O)c1cccc(C)c1	10%	i	-2%	9	7	14%	-7%	-6%	5%

Returning to the listing, starting three compounds before the break.
SMILES	TNAP inhibition	Spn DPM-DC inh	KRASV12 cytotoxicity	PMK inhibit	MK inhibit	HT1080 cytotoxicity	LYP phosphatase	HPDE-C7 cytotoxicity	Bfl-1 displacement	others
CCN(CC)c1ccc(NC(=O)CC2Oc3ccccc3NC2=O)c(C)c1 (stereo not drawn)	3%	i	2%	1	5	18%	1%	9%	-4%
O=C(COC(=O)c1cccnc1)Nc1ccc(F)cc1	6%	i	-1%	0	0	-10%	·	-10%	-5%
c1ccc(-c2n[nH]nc2-c2ccccc2)cc1	13%	i	-8%	3	8	-6%	1%	0%	3%
O=c1cc(CO)oc(CN2CCCC2)c1O	2%	i	1%	12	12	-5%	2%	-3%	-2%
c1csc(-c2nn3c(Cn4nnc5ccccc54)nnc3s2)c1	13%	i	-3%	0	8	18%	22%	-4%	0%
CN(c1ccccc1C(=O)NCc1ccco1)S(C)(=O)=O	7%	i	3%	7	8	10%	26%	0%	-2%
CCN1CCn2c3c(c4cc(C)ccc42)CCCC31 (stereo not drawn)	6%	i	19%	10	6	-6%	7%	20%	-10%
CCOc1ccc(C(=O)NCCn2cc(SCC(=O)Nc3cc(C)on3)c3ccccc32)cc1	15%	i	0%	7	2	22%	5%	-14%	-3%
COc1ccc2[nH]c(C)c(CN3CCCC(C)C3)c(=O)c2c1 (stereo not drawn)	6%	i	-8%	2	4	3%	6%	-16%	-11%
NC(=O)c1nn(-c2ccccc2)nc1NC(=O)CN1CCCCC1	4%	i	-3%	5	0	-6%	-12%	-13%	-7%
N#C/C(Cn1c[n+](NC(=O)Nc2ccccc2)cn1)=N/O	9%	i	-7%	5	9	-5%	-5%	-35%	-12%
CC1CN(CC(O)COc2ccccc2C(C)(C)C)CC(C)O1 (stereo not drawn)	13%	i	-20%	4	4	-2%	5%	-21%	-3%	PMK inhibit pilot replicates=3.5;MK inhibit pilot replicates=0.0;Spn DPM-DC inh pilot screen %=1.5
CC(C)CNC(=O)C1CCCN(S(=O)(=O)c2ccc(-n3cnnn3)cc2)C1 (stereo not drawn)	1%	i	-33%	5	3	-2%	9%	-13%	2%
COc1cccc(-c2cc(C(=O)N3CC4(C)CC3CC(C)(C)C4)no2)c1 (stereo not drawn)	11%	i	·	6	4	-17%	12%	·	-1%
O=C(Cn1cnc2c(oc3ccccc32)c1=O)N1CCCc2ccccc21	3%	i	-4%	0	1	·	-7%	-7%	1%
COc1ccc(-c2csc(N3CCC(C(N)=O)(N4CCCCC4)CC3)n2)cc1	5%	i	-16%	4	6	7%	3%	-12%	4%
CC(C)Cn1c(N)c(C(=O)COC(=O)C2=COCCO2)c(=O)n(C)c1=O	6%	i	4%	0	0	2%	4%	7%	1%
COCCNC(=O)C(C)OC(=O)c1nsc(Cl)c1Cl (stereo not drawn)	11%	i	-4%	13	0	-1%	11%	-16%	8%	PMK inhibit pilot replicates=0.0;MK inhibit pilot replicates=0.0;Spn DPM-DC inh pilot screen %=0.0
Cn1c(=O)c(=O)n(C)c2cc(S(=O)(=O)Nc3ccc4c(c3)OCCO4)ccc21	15%	i	2%	16	5	-6%	8%	-3%	-3%	PMK inhibit pilot replicates=2.5;MK inhibit pilot replicates=2.0;Spn DPM-DC inh pilot screen %=1.0
COc1ccc(C(O)C(CN2CCOCC2)c2ccccc2)cc1F (stereo not drawn)	17%	i	-9%	17	0	4%	-2%	-2%	3%	PMK inhibit pilot replicates=5.0;MK inhibit pilot replicates=6.0;Spn DPM-DC inh pilot screen %=6.5
COc1ccc(OC)c(NC(=O)C2CCN(c3ncccn3)CC2)c1	4%	i	-8%	7	0	-2%	10%	1%	-2%

Not a hit list; any-hit rate near 3.5%.
